# S1P4 ag – S1P4 receptor agonists, primary screen, cell-based; S1P4-expressing cell line, agonist reporter assay; activation, % at 4.98 µM; hit rate 0.35% among 220,000; AID 1509, 2009; in the data active means activation above about 11%;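 further: 0% = DMSO vehicle and 100% = reference agonist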
# NPY2 pot ag – NPY-Y2 potentiators or agonists, primary screen, cell-based. Neuropeptide Y receptor type 2 (Homo sapiens), P49146. cells expressing NPY-Y2, potentiator/agonist read-out. activation, % at 3.6 µM. hit rate 0.45% among 220,000; in the data active means activation above about 27%;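 further: cells stimulated with NPY near EC25 plus isoproterenol at EC100; 0% = vehicle plus submaximal agonist and 100% = vehicle plus saturating agonist; some results beyond the cut were filed as inactive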
# NPY-Y1 antag – NPY-Y1 receptor antagonists, primary screen, cell-based; hit rate 1% among 200,000; Neuropeptide Y receptor type 1 (Homo sapiens), P25929; HEK293-CNG Y1 cells, membrane potential fluorescence; NPY at EC95, then isoproterenol; AID 1040, 2008; inhibition, % at 3.6 µM;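 active means inhibition above the campaign mean inhibition of all tested compounds plus 3 SD, cut at about 20% in these data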;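 further: 0% = DMSO wells given NPY plus isoproterenol and 100% = isoproterenol alone without NPY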
#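 Material: HEK293 cells co-expressing NPY Y1 receptor and cyclic-nucleotide gated channel. Timing: compound incubation 1 h at room temperature, readout 45 min post-stimulation. Signal: fluorescence, membrane potential probe.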
# PGE2 EP2 inh – human EP2 receptor antagonists, primary screen, TR-FRET cAMP, C6 glioma cells | Prostaglandin E2 receptor EP2 subtype (Homo sapiens), P43116 | C6 glioma cells expressing human EP2; cells stimulated with saturating PGE2 | inhibition, % at 25 µM | hit rate 0.52% among 260,000;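 active means percent inhibition above 40 after rounding to a whole number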;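 further: rat C6 glioma host cells with rolipram phosphodiesterase inhibitor present; the protocol text gives 20 µM as final concentration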
# EP2 mod – EP2 receptor modulators, cAMP readout, primary screen, cell-based, HTRF cAMP, PGE2 stimulation | Prostaglandin E2 receptor EP2 subtype (Homo sapiens), P43116 | EP2-expressing cells, cAMP HTRF FRET, PGE2 co-stimulation | induction, % at 25 µM | hit rate 0.83% among 260,000;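 active means compounds whose cAMP rise, as percent of the full-agonist control response, exceeds 60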;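 further: rat C6 glioma line stably carrying human EP2 under a CMV promoter; the protocol text gives 20 µM as final concentration; 100% = response of wells given 1 µM PGE2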
# p97 inhibitor – inhibitors of human p97 ATPase, primary screen, biochemical. Transitional endoplasmic reticulum ATPase (Homo sapiens), P55072. inhibition, % at 8 µM. recombinant p97 ATPase, Kinase-Glo ATP luminescence, 3 h. hit rate 0.42% among 220,000; in the data active means inhibition above about 15%;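 further: 0% = DMSO vehicle and 100% = wells lacking enzyme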
# S1P4 antagonist – S1P4 receptor antagonists, primary screen, cell-based | inhibition, % at 4.98 µM | S1P4-expressing cells, antagonist mode, reporter read-out | Sphingosine 1-phosphate receptor 4 (Homo sapiens), O95977 | hit rate 0.26% among 220,000; in the data active means inhibition above about 29%;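 further: 0% = wells stimulated with agonist and 100% = vehicle wells without agonist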
# NPY1 pot ag – NPY-Y1 receptor potentiators or agonists, primary screen, cell-based; NPY-Y1 expressing cells, potentiator/agonist activation; activation, % at 3.6 µM; hit rate 0.37% among 220,000; AID 1304, 2008; in the data active means activation above about 33%, passing the limit was not always enough;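 further: cells stimulated with NPY at EC10 then isoproterenol at EC100; 0% = low agonist plus stimulus and 100% = saturating agonist plus stimulus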
# eIF4E 4G PPI – eIF4E–eIF4G protein interaction inhibitors, primary screen, biochemical, uHTS, TR-FRET, eIF4GI fragment | Eukaryotic translation initiation factor 4E (Mus musculus) + Eukaryotic translation … | TR-FRET eIF4E-eIF4GI(517-606) binding, 2 h | inhibition, % at 21.7 µM | hit rate 0.37% among 220,000;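 active means inhibition above about 30%, limit read from the data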;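 further: 0% = full FRET control wells and 100% = background wells lacking eIF4GI fragment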
# An asterisk follows results filed as active; / = no result given; [ ] = dose if it differs, or a comment.
canonical_smiles	S1P4 ag	NPY2 pot ag	NPY-Y1 antag	PGE2 EP2 inh	EP2 mod	p97 inhibitor	S1P4 antagonist	NPY1 pot ag	eIF4E 4G PPI
CC(C)OC(=O)CSc1nc2ncccc2[nH]1	1.6	2.1	-3.6	15.6	19.5	-2.3	-2.8	-14.6	-6.9[fluorescence artefact?]
C/C(=N\Nc1cccc2cccnc12)c1ccc(N)cc1	0.2	13.3	1.4	8.4	34.9	3.7	-1.7	5.5	-2.6
COc1ccc(-c2nc(C(=O)O)cs2)cc1OC	0.5	-0.7	1.8	11.8	35.7	5.5	-3.4	8.7	3.6
CCC(=O)N/C(N)=N/c1nc(C)c2cc(C)c(C)cc2n1	11.6*	-4.5	/	10.9	-4.0	4.3	-8.2	-0.1	5.1
O=C(Nc1nc(-c2ccccc2)cs1)C1COc2ccccc2O1 (stereo unspecified)	0.5	-24.6	5.7	16.7	-33.4	12.0	-7.5	-25.6	7.8
CC(C)C(=O)Nc1cc(=O)[nH]c2ncnn12	-2.0	11.7	-1.2	11.0	8.5	-1.0	-11.5	10.4	-4.6
COCCn1c(SCCOc2ccccc2)nc2ccccc2c1=O	0.5	-14.0	15.6	7.5	64.1*	-2.5	10.0	-19.6	-3.6
COc1ccc(NC(=O)CN(c2ccccc2)S(=O)(=O)c2ccccc2)c(OC)c1	-1.1	-32.4	/	3.0	13.7	-7.2	5.3	-7.6	4.7
NC(=O)C1CCN(c2ncnc3c(-c4ccccc4)nsc23)CC1	-0.3	-2.4	5.3	15.2	-6.7	2.6	0.2	-30.5	-3.5
Cc1nc2nc(-c3cccnc3)nn2c(C)c1Cl	-2.4	-5.4	0.6	10.3	6.3	5.9	-18.1	-27.4	2.2
COc1ccc(Cl)cc1NC(=O)C/C(C)=N/NC(=O)Cc1ccccc1	-0.7	-7.6	1.4	5.8	18.8	15.1*	-1.4	24.6	-0.2
COc1ccc(CN(C)CC(=O)Nc2sc3c(c2C#N)CCC3)cc1OC	0.0	-7.2	-2.6	3.2	-16.1	1.8	-5.7	0.6	-2.8
N#CCSc1nc2ccccc2c2nc3ccccc3n12	-0.4	0.1	0.9	6.4	16.3	2.3	-11.7	6.3	5.3
Cc1ccc(C#N)c(SCc2cc3c(cc2Cl)OCO3)n1	1.1	11.1	-4.2	6.9	49.5	-1.0	-3.6	15.4	-2.8
O=S(=O)(NCCN1CCOCC1)c1cccs1	0.7	1.7	-3.0	1.4	21.3	-0.3	-9.4	0.9	-0.5
CC(C)NS(=O)(=O)c1ccc(OCC(=O)NC(C)c2ccccc2)cc1 (stereo unspecified)	1.7	3.4	0.3	9.3	11.3	-0.3	-10.4	17.6	0.9
Cc1csc(C(C#N)C(=O)c2ccc(S(=O)(=O)N3CCCC3)cc2)n1 (stereo unspecified)	-1.8	-13.8	-0.1	8.5	1.3	0.8	-21.9	-15.6	-1.2
C/C(CC1CC(C)(C)OC1=O)=N/Nc1nc(-c2ccccc2)cs1 (stereo unspecified)	-0.8	2.4	3.0	7.0	-3.2	0.4	-14.7	12.6	-2.4
Cc1ccccc1OCCOCCN1CCCCCC1	1.3	-6.7	8.2	7.1	5.1	1.4	-7.0	-1.8	3.3
O=C(Cn1c2c(c(=O)n3ncnc13)CCC2)N/N=C/c1cccs1	0.3	-1.5	/	6.6	9.2	3.9	6.3	7.1	1.2
O=C1CC(N2CCN(c3ccccc3)CC2)C(=O)N1Cc1ccc(Cl)cc1 (stereo unspecified)	1.5	-8.3	3.5	6.8	-9.8	-0.5	1.1	-6.3	-1.5
Fc1ccc(Cc2nnc(-c3cccs3)o2)cc1	0.3	6.7	-0.8	0.6	-16.1	-1.2	-13.6	13.2	-2.1
COc1ccc(NC(=S)NNC(=O)c2cccnc2)cc1OC	-0.6	11.2	3.2	4.7	26.4	3.3	6.5	11.9	2.0
O=C(Cc1nn[nH]n1)NCc1ccccc1Cl	-1.8	-0.9	6.5	5.1	15.2	-2.4	7.7	-4.5	2.2
Cn1c(=NCC(O)COc2ccccc2)sc2ccccc21 (stereo unspecified)	1.7	-22.6	22.0*	7.7	-36.5	-3.0	-17.5	-57.5	-0.7
O=C(NCc1ccc(F)cc1)c1cc2c(s1)CCCC2	0.5	-4.6	0.3	14.6	-38.5	-8.7	1.2	-27.0	-4.5
COc1cc(C)c(NC(=S)Nc2ccc(C)c(Cl)c2)cc1OC	1.0	14.8	0.4	15.3	-50.1	3.8	0.0	-23.8	-3.0[fluorescence artefact?]
Cc1cc(C)n(-c2ccc(C(=O)Nc3sccc3C(N)=O)cc2)n1	11.7*	-3.3	-4.9	16.0	-3.7	1.3	-24.9	-16.6	3.8[fluorescence artefact?]
CCOC(=O)c1sc(C)c2c(=O)n(CC(=O)c3ccc(Br)cc3)nnc12	-0.5	-5.4	6.8	10.7	14.1	0.5	1.1	-30.0	2.8
O=C1CN(C(=O)/C=C/c2ccc(Cl)cc2Cl)CCN1	0.2	0.2	0.1	4.1	1.7	1.5	-2.3	6.9	3.5
Cc1ccc(O)c(C(CC(=O)NC(C)C)c2ccccc2)c1 (stereo unspecified)	1.4	-9.1	-2.2	5.5	-18.4	5.2	-2.9	-2.5	-2.9
Cc1cc(C)n2c(SCCO)nnc2n1	0.3	4.8	/	4.3	16.3	0.5	-3.1	-5.2	2.2
CNC(=S)N1CCN(C(=O)C2CCCO2)CC1 (stereo unspecified)	-3.7	-3.6	-3.5	2.5	-14.7	0.9	-5.3	6.1	-2.4[fluorescence artefact?]
O=C(Nc1nnc(-c2ccccc2Cl)o1)c1cccnc1	-2.3	-4.3	-1.6	5.4	4.3	4.0	2.4	-0.9	10.3
CC(C)c1ccc(NC(=O)c2cc3c(=O)n(C)c4ccccc4c3n2C)cc1	1.4	-20.0	/	10.7	27.2	-2.9	0.2	-28.1	-4.2
Cc1ccc2cc(COC(=O)c3ccncc3)c(=O)[nH]c2c1	0.3	-7.1	1.8	18.0	-45.8	4.0	-8.1	0.0	-1.1
CC1CCN(C(=S)c2ccc(-c3ccc(Cl)cc3Cl)o2)CC1	0.6	9.3	3.4	7.4	4.0	1.1	-7.6	-11.9	-2.9
CC(=O)N/C(=C/c1ccccc1)C(=O)NC(Cc1ccccc1)C(=O)O (stereo unspecified)	1.1	7.7	-1.6	5.0	9.2	4.4	-13.1	-16.8	-1.4[fluorescence artefact?]
CCOc1ccc(OCC)c(NC(=O)CN2CCN(c3cc(C)ccc3C)CC2)c1	1.0	-13.0	-0.5	11.1	77.9*	3.4	-10.4	-20.0	3.9
O=C(COC(=O)c1cncc(Br)c1)NCc1ccc2c(c1)OCO2	0.7	6.7	4.4	8.7	-30.2	4.6	2.9	-4.1	-1.1
COc1ccccc1NC(=O)N1CCCC1C(=O)Nc1nnc(C(C)C)s1 (stereo unspecified)	-1.9	5.5	7.3	10.1	-3.4	1.1	-24.4	-0.9	6.6[fluorescence artefact?]
CCOC(=O)C1=C(C)NC2=C(C(=O)C(C(=O)OC)C(C)C2)C1c1ccc(OC)c(O)c1 (stereo unspecified)	0.0	8.2	-0.6	3.9	18.1	4.7	-13.0	6.8	6.4
CN(C)C(=O)CCN1CCOCC1	1.2	5.2	3.2	9.8	-4.6	1.8	-9.7	14.4	5.0
Cc1ccc(Nc2nc(N)c([N+](=O)[O-])c(N3CCC(C)CC3)n2)cc1C	1.3	-11.2	1.1	10.9	54.3	-1.7	-1.5	0.1	0.3
C/C(=N\NC(N)=O)c1ccc(Cl)s1	0.7	13.6	/	5.7	-20.0	4.4	-3.2	18.1	-0.6
Brc1ccc(-c2nn3c(-c4ccccn4)nnc3s2)o1	0.6	-5.0	-2.5	15.5	-3.1	4.5	-3.0	-4.5	3.0
Cc1nnc(NC(=O)CSc2nccn2-c2ccc(F)cc2)s1	-0.6	-23.8	0.3	4.2	-20.6	-4.6	-11.8	-25.5	-1.1
c1ccc(CCn2nnnc2C(c2cccnc2)N2CCN(c3ccccc3)CC2)cc1 (stereo unspecified)	0.3	6.2	3.9	4.0	1.4	-9.6	-2.9	0.6	-2.4[fluorescence artefact?]
OCC(CO)(CO)N=Cc1c(O)ccc2ccccc12	-0.3	4.5	-0.9	4.6	28.7	28.6*	-5.3	28.8	7.0
Cc1cccc(C(=O)NNC(=O)c2ccc(Cl)cc2)c1O	-1.5	7.9	0.6	3.7	6.7	3.7	-7.5	-7.3	0.7

# Remaining list, next part
canonical_smiles	S1P4 ag	NPY2 pot ag	NPY-Y1 antag	PGE2 EP2 inh	EP2 mod	p97 inhibitor	S1P4 antagonist	NPY1 pot ag	eIF4E 4G PPI
CCOc1ccc(-c2nnc3sc(COc4ccccc4)nn23)cc1	-1.1	-3.0	-1.5	3.7	-44.4	3.1	-8.5	6.6	-8.1
CC(=O)Nc1ccc(-c2csc(Nc3cc(C)ccn3)n2)cc1	0.6	10.0	-2.3	10.4	-64.7	-1.1	-2.9	12.1	2.8
Cc1ccc2sc(NNC(=O)C3=COCCO3)nc2c1C	0.3	13.3	1.5	6.3	5.9	0.2	-8.4	5.8	-3.8
COc1ccccc1CNC(=O)C1CC(c2ccccc2[N+](=O)[O-])=NO1 (stereo unspecified)	2.0	-1.6	4.5	13.9	3.1	-5.3	-10.7	-17.9	-2.8[fluorescence artefact?]
COCCn1c(CN2CCN(c3cccc(Cl)c3)CC2)nc2c1c(=O)n(C)c(=O)n2C	-3.0	-2.2	4.9	7.3	-0.2	-5.4	5.3	-7.3	0.8
COc1ccc(C(=O)Nc2ccc(-c3nnn(CC(=O)NCc4ccco4)n3)cc2)cc1	-0.2	-7.9	/	6.4	-19.6	-8.1	-3.3	6.5	9.4
Cn1c(CSCCOc2ccccc2)n[nH]c1=S	1.9	0.1	/	15.4	7.5	-2.6	19.7	-7.9	2.7
Cn1nc([N+](=O)[O-])nc1Oc1ccccc1C(=O)N1CCOCC1	0.4	5.0	3.9	15.5	21.3	0.3	-14.3	4.2	-6.6
COc1ccc(C(=O)/C=C/c2cn(CC(O)CN3CCN(C)CC3)c3ccccc23)cc1OC (stereo unspecified)	2.0	6.5	/	7.9	-25.7	4.9	-2.0	-23.1	7.9
O=C(/C(=C/c1ccc(Cl)cc1)c1nc2ccccc2[nH]1)c1ccccc1	-0.2	-5.3	5.5	19.9	-10.3	5.2	14.8	2.2	-4.9
c1ccc(N2CCN(c3nnc(Cc4cccnc4)c4ccccc34)CC2)nc1	1.9	-10.9	-3.9	-1.1	18.4	1.9	9.0	8.0	3.0

# 2 of the compounds above, field by field.
> CC(=O)Nc1ccc(-c2csc(Nc3cc(C)ccn3)n2)cc1
  S1P4 ag: 0.6
  NPY2 pot ag: 10.0
  NPY-Y1 antag: -2.3
  PGE2 EP2 inh: 10.4
  EP2 mod: -64.7
  p97 inhibitor: -1.1
  S1P4 antagonist: -2.9
  NPY1 pot ag: 12.1
  eIF4E 4G PPI: 2.8

> Cc1ccc2sc(NNC(=O)C3=COCCO3)nc2c1C
  S1P4 ag: 0.3
  NPY2 pot ag: 13.3
  NPY-Y1 antag: 1.5
  PGE2 EP2 inh: 6.3
  EP2 mod: 5.9
  p97 inhibitor: 0.2
  S1P4 antagonist: -8.4
  NPY1 pot ag: 5.8
  eIF4E 4G PPI: -3.8

# Source: PubChem BioAssay (several laboratories)

# Not all compounds are listed; the hit share may differ from the screen's.
